GRIN3A LBD mod: NR3A (human) ligand-binding domain modulation; Tm shift relative to glycine control, % at 25 µM; 2.5% of 340,000 active; NR3A LBD differential scanning fluorimetry, Tm shift; 0% = protein alone, 100% = glycine-bound protein;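 active = melting temperature shift of at least 10% of the positive control shift, at one fixed dose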
MPTP block: inhibitors of mitochondrial permeability transition pore | isolated mouse mitochondria, Ca2+ swelling absorbance, 30 min | inhibition, % at 10 µM | 1.4% of 360,000 active | AID 602449;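 active = inhibition of 50% or more, scaled per plate between neutral and stimulator controls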;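 note: 0% = DMSO wells given calcium and 100% = 1 mM EGTA wells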
ATG4B inh: blocks human ATG4B protease cleavage of LC3 substrate; Q9Y4P1; ATG4B cleavage of LC3-PLA2, NBD-HPC fluorescence, 1 h; inhibition, % at 8.33 µM; 0.51% of 340,000 active; AID 504462; in the data active = inhibition above about 40%
SENP8 block: SENP8 (human) protease inhibition; recombinant SENP8, Nedd8 substrate fluorescence; inhibition, % at 20 µM; 0.64% of 360,000 active; in the data active = inhibition mostly above about 40%, no sharp cut-off; inactive = mostly below about 27%
Target sequence (Q96LD8 whole entry, looked up): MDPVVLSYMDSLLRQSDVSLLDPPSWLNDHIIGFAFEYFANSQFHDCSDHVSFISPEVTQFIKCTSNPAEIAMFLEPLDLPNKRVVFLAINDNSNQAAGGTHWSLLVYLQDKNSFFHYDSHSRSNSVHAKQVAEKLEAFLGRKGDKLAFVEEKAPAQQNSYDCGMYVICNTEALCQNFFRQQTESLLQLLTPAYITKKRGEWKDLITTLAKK
hIAP activ: increases human intestinal alkaline phosphatase activity; P09923; purified human IAP, CDP-Star luminescence, 30 min; stronger effect = higher value; 1 = vehicle-only enzyme, 0 = enzyme-free background; activation factor at 10 µM; 0.16% of 330,000 active;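 active = activation factor of the enzyme at least 2-fold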; note: the source names both 10 and 20 µM as test concentration; values of inactives mirror those of a sister screen read the other way
Target sequence (P09923 whole entry, looked up): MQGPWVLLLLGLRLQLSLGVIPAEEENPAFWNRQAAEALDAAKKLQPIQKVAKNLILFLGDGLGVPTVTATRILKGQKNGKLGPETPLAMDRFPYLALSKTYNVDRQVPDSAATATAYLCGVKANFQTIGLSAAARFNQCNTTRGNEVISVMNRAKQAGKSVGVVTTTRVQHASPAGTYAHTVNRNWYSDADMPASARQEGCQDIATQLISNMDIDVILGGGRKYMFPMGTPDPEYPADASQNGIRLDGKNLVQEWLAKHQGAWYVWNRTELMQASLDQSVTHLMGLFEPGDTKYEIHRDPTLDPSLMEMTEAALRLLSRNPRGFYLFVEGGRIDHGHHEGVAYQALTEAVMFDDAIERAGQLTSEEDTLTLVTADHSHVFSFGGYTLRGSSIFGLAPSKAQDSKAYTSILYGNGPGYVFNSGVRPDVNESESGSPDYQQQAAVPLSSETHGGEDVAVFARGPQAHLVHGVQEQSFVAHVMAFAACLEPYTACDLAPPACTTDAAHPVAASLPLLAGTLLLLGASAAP
PfG6PD inh: PfG6PD (Plasmodium falciparum) enzyme inhibition | 0.78% of 350,000 active | AID 504690 | PfGluPho enzyme, NADPH resazurin-diaphorase fluorescence | inhibition, % at 20 µM;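 active = inhibition reaching at least a set limit at 20 µM in the primary screen, cut at about 59% in these data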;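 note: 0% = DMSO wells with substrate and 100% = DMSO wells lacking glucose-6-phosphate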
SENP6 block: inhibitors of human SENP6 protease | Q9GZR1 | Recombinant SENP6 catalytic domain, aminoluciferin luminescence | inhibition, % at 10 µM | 1.8% of 330,000 active | AID 2599;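 active = inhibition above about 50% at the single tested dose, limit read from the data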;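 note: plate controls were DMSO wells with enzyme for no effect and DMSO wells lacking enzyme for full effect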
SENP1 inh: inhibitors of human SENP1 SUMO protease catalytic domain | 0.21% of 360,000 active | Q9P0U3 | recombinant SENP1 catalytic domain, CyPet-SUMO1-YPet FRET cleavage | inhibition, % at 10 µM;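 active = inhibition at least 30% at 10 µM, raw YFP signal under a set limit, fluorescence ratio 0.5 to 1.5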;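 note: 0% = enzyme with DMSO and 100% = no enzyme wells; some results filed as inactive read as strong as hits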
Target sequence (Q9P0U3 419-644 limits assumed): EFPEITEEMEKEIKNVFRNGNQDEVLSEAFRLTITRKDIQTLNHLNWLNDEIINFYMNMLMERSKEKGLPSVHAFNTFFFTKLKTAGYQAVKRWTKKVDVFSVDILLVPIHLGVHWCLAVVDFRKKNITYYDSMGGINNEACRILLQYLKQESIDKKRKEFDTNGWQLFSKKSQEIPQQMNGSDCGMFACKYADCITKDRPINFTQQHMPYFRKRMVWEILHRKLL
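system = hSENP1 catalytic domain, recombinant | reagent = SFCypet-SUMO1-SFYpet substrate at 25 nM | doses = one dose per compound, 10 µM, 0.5% DMSO | incubation = enzyme reaction for 50 min at room temperature, dark | measured by = FRET, CFP and YFP emission | controls = no-enzyme low, enzyme-DMSO high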
The depositor's hits bear a star; x = no result given.

nr	Molecule	GRIN3A LBD mod	MPTP block	ATG4B inh	SENP8 block	hIAP activ	PfG6PD inh	SENP6 block	SENP1 inh
1	Cc1ccc(NC(=O)COC(=O)c2cc(C)nc3ccccc23)c([N+](=O)[O-])c1	-3.3	1.0	3.6	19.1	0.856	-1.9	2.3	1.3
2	O=C(c1ccc(Cl)c(S(=O)(=O)N2CCOCC2)c1)N1CCN(c2ccccc2)CC1	4.6	0.8	-3.4	-0.1	0.749	-14.8	1.7	-0.3
3	O=C(N/N=C\C=C\c1ccc([N+](=O)[O-])o1)c1cccs1	-2.0	1.5	-1.2	23.4	1.11	32.4	-3.5	3.2
4	COc1cccc(C(=O)COc2ccccc2N2C(=O)C3C4C=CC(C4)C3C2=O)c1 (configuration not stated)	-2.9	-0.2	0.7	9.2	0.947	0.5	-1.3	0.4
5	COc1ccc(NC(=S)N/N=C/c2ccc(F)cc2)cc1OC	-1.4	-1.4	1.3	4.6	0.929	-2.2	-19.5	1.8
6	COc1cc(NS(=O)(=O)c2ccc(NC(=O)c3cccs3)cc2)nc(OC)n1	-5.0	0.1	-3.5	-6.4	1.13	8.7	4.5	0.8
7	Cc1cc(C(=O)N2CCN(c3ccccc3)CC2)c(C)o1	-0.1	-1.9	5.7	0.5	1.09	-24.8	-7.1	0.1
8	COc1ccccc1COCC(O)CN1CCCCC1CO (configuration not stated)	2.4	-0.5	4.5	11.6	1.25	3.5	-22.0	-1.2
9	Cc1ccc(NC(=O)c2ccc(COc3ccccc3[N+](=O)[O-])o2)nc1	4.5	-1.3	20.5	3.4	0.917	3.9	-8.2	-1.8
10	Fc1ccc2c(c1)C(c1ccncc1)=NNC(c1cccnc1)=N2	1.1	-0.5	-2.1	18.2	1.12	-11.8	-2.6	2.3
11	Cc1ccc(-c2n[nH]c(=S)n2/N=C\c2ccco2)cc1	0.8	2.1	-4.9	12.0	0.862	40.5	-0.2	1.1
12	CN(C)C(CNC(=O)c1cccc(S(=O)(=O)NCc2ccccc2)c1)c1ccco1 (configuration not stated)	-0.4	-0.9	-4.9	-10.4	0.979	-1.0	-4.1	-1.9
13	COc1cc(CN2CCCCC2C(=O)Nc2ccc(Oc3ccccc3)nc2)ccc1O (configuration not stated)	-0.8	-0.1	19.1	-20.7	1.16	-2.4	3.3	-4.0
14	COc1ccc(N(CC(=O)NCc2cccs2)S(=O)(=O)c2cccnc2)cc1	-2.2	-2.4	-2.2	2.7	0.978	-2.1	6.9	-1.1
15	O=C(CC1C(=O)NCCN1Cc1ccccc1C(F)(F)F)NC1CCC1 (configuration not stated)	0.8	-0.4	22.4	-22.7	0.948	0.5	-7.5	-4.8

Random excerpt: 5 entries already listed, in no set order.
nr	Molecule	GRIN3A LBD mod	MPTP block	ATG4B inh	SENP8 block	hIAP activ	PfG6PD inh	SENP6 block	SENP1 inh
8	COc1ccccc1COCC(O)CN1CCCCC1CO (configuration not stated)	2.4	-0.5	4.5	11.6	1.25	3.5	-22.0	-1.2
5	COc1ccc(NC(=S)N/N=C/c2ccc(F)cc2)cc1OC	-1.4	-1.4	1.3	4.6	0.929	-2.2	-19.5	1.8
14	COc1ccc(N(CC(=O)NCc2cccs2)S(=O)(=O)c2cccnc2)cc1	-2.2	-2.4	-2.2	2.7	0.978	-2.1	6.9	-1.1
9	Cc1ccc(NC(=O)c2ccc(COc3ccccc3[N+](=O)[O-])o2)nc1	4.5	-1.3	20.5	3.4	0.917	3.9	-8.2	-1.8
1	Cc1ccc(NC(=O)COC(=O)c2cc(C)nc3ccccc23)c([N+](=O)[O-])c1	-3.3	1.0	3.6	19.1	0.856	-1.9	2.3	1.3

Further structures follow:
nr	Molecule	GRIN3A LBD mod	MPTP block	ATG4B inh	SENP8 block	hIAP activ	PfG6PD inh	SENP6 block	SENP1 inh
16	Cc1ccc(Cl)cc1N1CCN(S(=O)(=O)c2c(C(=O)N3CCOCC3)c(C)n(C)c2C)CC1	-2.6	1.5	2.7	-13.3	1.1	-8.6	-18.2	3.7
17	Cc1cc(-c2ccc(C)c(S(=O)(=O)NCc3ccc(Br)cc3)c2)on1	0.7	0.9	3.9	17.1	1.07	17.2	-7.9	0.7
18	Cc1cccc(NC(=O)CNC(=O)CN2C(=O)NC3(CCCc4ccccc43)C2=O)c1C (configuration not stated)	2.2	-1.0	-0.7	1.2	0.988	-2.9	-3.2	-2.0
19	COC(=O)[C@@H](Cc1c[nH]c2ccccc12)NCc1ccc(B(O)O)cc1	-0.5	-0.7	2.0	-1.6	x	-10.7	x	-3.2
20	COc1ccc(Cn2c(N)c(C#N)c3nc4ccccc4nc32)cc1	-7.6	1.7	-1.5	-269.0	1.1	9.8	21.8	-18.9
21	O=C(NC1CCCCC1)C1(c2ccccc2)CC1(Cl)Cl (configuration not stated)	-3.1	3.0	7.2	4.8	1.09	4.4	6.8	2.2
22	CCCNC(=O)NCCC12CC3CC(CC(C3)C1)C2	-0.9	3.5	24.0	10.1	1.18	8.1	-16.2	-0.4
23	COc1ccc(NC(=O)CN2C(=O)NC3(CCCC3)C2=O)cc1Cl	-1.0	-1.9	-2.0	3.2	0.846	7.3	18.4	0.6
24	CCOc1ccc(OCCC(=O)N2CCN(S(=O)(=O)c3ccc(F)cc3)CC2)cc1	1.9	-2.4	-14.1	5.8	0.995	-13.1	35.8	2.7
25	Cc1ccc(C(=O)Nc2nnc(S(=O)(=O)N3CCC(C)CC3)s2)cc1	-4.9	7.6	4.6	-161.8	0.944	84.2*	17.3	-1.1
26	Cc1cc(=O)[nH]c(N/N=C/c2c(F)c(F)c(F)c(F)c2F)n1	1.8	-0.2	-3.2	26.2	1.06	-3.8	3.5	1.6
27	CCc1sc(N2C(=O)C3C4CCC(C4=C(C)C)C3C2=O)nc1-c1ccccc1 (configuration not stated)	-0.8	2.4	20.1	9.8	0.862	3.3	7.1	-1.5
28	COc1ccc(Cl)cc1S(=O)(=O)N1CCC(C(=O)NCc2ccccn2)CC1	-0.1	-2.9	-4.8	0.4	1.17	-2.9	-4.1	0.1
29	CN1CCN(C(=O)/C(=C/c2cn(C)c3ccccc23)NC(=O)c2ccccc2)CC1	-3.8	0.3	-3.9	10.2	1.33	9.5	-22.3	-10.0
30	CC(C)C(=O)NC(=S)Nc1nnn(C)n1	0.2	-1.0	2.8	-3.1	1.15	-24.1	-4.4	2.7

The list continues:
nr	Molecule	GRIN3A LBD mod	MPTP block	ATG4B inh	SENP8 block	hIAP activ	PfG6PD inh	SENP6 block	SENP1 inh
31	Cc1ccc(NC(=O)CN2CCC(NC(=O)c3cccc(F)c3)CC2)cc1C	-0.5	1.6	-0.8	4.2	1.02	-4.1	0.6	-1.6
32	CCOC(=O)c1cnn(CCOC(=O)c2ccccc2)c1NC(=O)c1ccccc1	-9.7	-0.1	-4.6	2.3	0.892	-29.1	-16.4	0.3
33	COc1cccc(C(=O)NNC(=O)Cc2ccc([N+](=O)[O-])cc2)c1	0.2	-0.2	2.6	13.9	1.25	-18.7	-12.5	1.3
34	COc1ccc2c(c1)[N+](C)(C)C(C)(C)C=C2C	2.8	-0.5	-4.3	-5.0	0.972	36.3	-9.6	-4.3
35	O=C(N/N=C/c1ccc(N2CCOCC2)cc1)c1ccccc1NS(=O)(=O)c1cccs1	-2.5	-1.1	0.0	-443.3	1.1	0.3	8.4	-69.0
36	c1ccc(C[n+]2cccc(-c3ccccc3)c2)cc1	-1.1	-1.0	1.1	1.7	0.97	24.7	7.3	1.6
37	CC(=O)c1cccc(NC(=O)NC(C)c2ccc3c(c2)OCO3)c1 (configuration not stated)	0.9	-1.4	-6.2	0.4	1.05	19.3	-10.9	-2.1
38	Cc1cc(=O)[nH]c(SCC(=O)NCc2ccc3c(c2)OCO3)n1	-0.4	0.7	-1.7	6.8	1	-23.3	-7.6	2.1
39	CC(C)C(NS(=O)(=O)c1ccc2c(c1)C(C)(C)C(=O)N2C)C(=O)NCc1ccc(F)cc1 (configuration not stated)	1.1	-0.5	2.2	8.3	0.923	-6.5	-7.3	-0.7
40	Cc1cc(OCC(=O)NCCc2c[nH]c3ccccc23)c2c(C)cc(=O)oc2c1	-5.6	0.2	-16.1	15.3	0.914	18.8	-11.3	2.3
41	O=C(CCl)NCc1cc(-c2ccc(Cl)cc2)no1	-0.8	-1.4	-13.6	-6.6	1.01	13.2	1.6	2.0
42	CC(C)(C)C1CCC(C(=O)Nc2ccccc2)CC1 (configuration not stated)	-7.2	16.4	6.7	0.5	0.985	-6.8	2.2	3.5
43	Cc1ccc(/C(O)=C2/C(=O)C(=O)N(c3ccccn3)C2c2ccc([N+](=O)[O-])cc2)cc1 (configuration not stated)	-0.5	-0.3	-5.3	19.2	0.897	-34.1	-2.3	-0.4
44	O=C(N[C@@H]1C/C=C\C[C@@H](CC(=O)N(CCO)Cc2ccccc2)C(=O)NCCOC1=O)OCC1c2ccccc2-c2ccccc21	-3.3	-1.4	-0.4	12.8	0.929	1.6	-19.4	-2.3
45	Clc1ccc(N2CCN(c3nc4nonc4nc3N3CCSCC3)CC2)nc1	-2.2	1.0	8.3	13.8	0.919	-5.2	7.6	4.4

(list continues)
nr	Molecule	GRIN3A LBD mod	MPTP block	ATG4B inh	SENP8 block	hIAP activ	PfG6PD inh	SENP6 block	SENP1 inh
46	CCOC(=O)c1c(NC(=O)COC(=O)c2cccnc2OCC)sc(C(=O)N(CC)CC)c1C	0.6	0.5	-1.5	-23.3	0.935	-10.8	9.0	0.2
47	CC(C)OC(=O)CSc1ncnc2c1cnn2-c1ccccc1	1.8	0.5	3.6	-25.4	0.921	3.3	33.2	0.9
48	CCCCC1(CC)C(=O)NC(=O)NC1=Nc1ccc(OC)cc1 (configuration not stated)	0.0	-0.3	-9.7	9.5	1.03	-13.1	-4.4	1.0
49	CCN1CCN(CC(=O)n2c3c(c4ccccc42)CC(C)CC3)CC1 (configuration not stated)	-5.8	77.7*	8.7	-21.6	1.03	23.9	-13.6	-41.5
50	O=C(c1ccccc1)c1ccccc1C(=O)N1CCCC1	-0.5	-0.6	-1.7	8.5	1.14	-10.6	-2.9	1.3
51	O=C(Nc1cc(-c2ccccc2)cs1)c1ccco1	12.3*	1.8	7.0	-4.1	0.936	6.4	9.8	2.3
52	O=C(NCc1cccc(F)c1F)C1CCC(=O)N(C2CCCCCC2)C1 (configuration not stated)	1.5	0.5	-3.4	1.6	1.13	15.5	44.6	0.1
53	Cc1cc(C)c(NC(=O)CSc2nnc(CN3CCOCC3)n2C)c(C)c1	-0.7	0.5	3.7	5.7	0.861	-19.4	-8.2	2.2
54	CCC(C(=O)NC(C)(C)C)N(Cc1ccco1)C(=O)Cn1nnc(-c2ccc(F)cc2)n1 (configuration not stated)	0.9	-1.4	-10.9	14.5	1.07	8.1	-18.2	3.0
55	COc1ccc(-n2ncc3c2CC(C)(C)CC3NC(=O)C2CCN(C(C)=O)CC2)cc1 (configuration not stated)	2.7	-0.1	0.0	14.0	1.02	-3.3	9.4	-0.3
56	CCCNC(=O)C12CCC(C)(c3nc4cc(C)c(C)cc4nc31)C2(C)C (configuration not stated)	0.9	-2.3	-0.1	0.2	1.07	-6.4	0.2	-2.4
57	O=C(O)/C=C/c1ccc(-n2ccnc2)cc1	0.3	0.7	-0.1	11.9	0.916	-13.3	27.2	1.6
58	CNC(=O)NCCN1CCCC1=O	-1.2	-2.1	-2.6	13.3	1.14	1.8	-0.8	-1.8
59	Cn1c(=O)c2[nH]c(C3CC=CCC3)nc2n(C)c1=O (configuration not stated)	1.3	-0.2	1.5	3.7	x	4.1	x	-1.7
60	CSCCC(NC(=O)c1cccc([N+](=O)[O-])c1)C(=O)OCC(=O)N1CCCC1=O (configuration not stated)	0.4	-0.6	0.9	8.4	0.842	2.3	-13.0	1.3
61	CC1CCCN(S(=O)(=O)c2ccc([N+](=O)[O-])cc2)C1 (configuration not stated)	1.7	0.7	0.0	10.6	1.29	-4.1	5.8	2.2
62	O=C(CN1CCN(c2ncccn2)CC1)Nc1ccccc1C(F)(F)F	-2.4	-1.6	5.1	12.8	0.952	-27.8	-7.9	-0.6

Rows are unselected. About 6.7% of those tested had a hit in this group.
